# Screens (PubChem)
# NCOA2 inhibitor – inhibits human steroid receptor coactivator 2 | AID 651957 | inhibition, % at 9 µM | Q15596 | HEK293 GAL4-SRC2 luciferase reporter, luminescence | hit rate 0.17% among 370,000;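 active means inhibition above the mean inhibition of all tested compounds plus 3 SD, set per campaign, cut at about 52% in these data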;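 further: 0% = DMSO treated cells and 100% = cells given Gossypol at 36 µM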
# C8 TRAIL sens – sensitizes caspase-8 expressing cells to TRAIL; inhibition (viability loss, TRAIL sensitization), % at 10 µM; NB7+C8 cells + TRAIL, ATPlite viability luminescence; hit rate 1% among 360,000;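 active means compounds causing at least 50% loss of cell viability in the single-dose screen, relative to plate controls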
# NOD2 RIPK2 PPI – blocks binding of human NOD2 to RIPK2; hit rate 0.38% among 360,000; O43353; inhibition, % at 4.98 µM; CHO BLA complementation NOD2-RIPK2, CCF4 ratio; in the data active means inhibition above about 21%;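 further: 0% = vehicle only and 100% = reference blocker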
# Target sequence (O43353 whole entry, looked up): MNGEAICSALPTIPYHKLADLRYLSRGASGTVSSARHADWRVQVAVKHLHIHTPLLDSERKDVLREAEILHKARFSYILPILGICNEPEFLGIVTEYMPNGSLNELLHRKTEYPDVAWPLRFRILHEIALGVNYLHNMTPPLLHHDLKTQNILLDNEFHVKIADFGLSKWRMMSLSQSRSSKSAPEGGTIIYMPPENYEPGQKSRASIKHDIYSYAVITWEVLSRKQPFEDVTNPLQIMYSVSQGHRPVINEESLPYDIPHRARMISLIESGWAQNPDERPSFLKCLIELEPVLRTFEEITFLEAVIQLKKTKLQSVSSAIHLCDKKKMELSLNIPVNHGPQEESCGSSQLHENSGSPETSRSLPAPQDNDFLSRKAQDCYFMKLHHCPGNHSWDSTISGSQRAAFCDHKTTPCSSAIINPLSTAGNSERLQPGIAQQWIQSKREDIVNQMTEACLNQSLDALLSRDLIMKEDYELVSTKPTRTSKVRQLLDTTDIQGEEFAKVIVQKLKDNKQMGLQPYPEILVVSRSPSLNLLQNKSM
# TROY signal inh – blocks TROY-dependent signaling in reporter cells; Q293 LMP1-TROYcd NF-kB luciferase reporter, 4 h; inhibition, % at 10 µM; hit rate 0.98% among 360,000; AID 1347056;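 active means compounds whose plate-normalised and pattern-corrected inhibition of the luciferase reporter signal at the single screening dose is 50% or more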
# LRH-1 inv ag – NR5A2 inverse agonism in reporter assay. O00482. HEK293T StAR-luciferase reporter, LRH-1 transfected, 24 h. inhibition, % at 3.6 µM. hit rate 0.13% among 360,000;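 active means inhibition above the mean inhibition of all tested compounds plus 3 SD, cut at about 73% in these data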;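 further: 0% = DMSO wells and 100% = reporter-only cells lacking LRH-1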
# TWEAK-Fn14 inh – inhibitors of TWEAK-Fn14 interaction signaling. TWEAK-stimulated Fn14 reporter cells, luciferase luminescence, 8 h. inhibition, % at 10 µM. hit rate 2% among 360,000; in the data active means inhibition above about 50%
# COUP-TFII inh – blocks human COUP-TFII nuclear receptor; P24468; inhibition, % at 8.6 µM; hit rate 0.7% among 370,000; HEK293T NGFI-A luciferase reporter, luminescence;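 active means inhibition above a per-plate cutoff, mean inhibition of test wells between control levels plus 3 SD, cut at about 38% in these data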;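 further: cells cotransfected with COUP-TFII expression vector driving the NGFI-A reporter; 0% = median of COUP-TF2 test wells and 100% = reporter-only cells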
# Target sequence (P24468 whole entry, looked up): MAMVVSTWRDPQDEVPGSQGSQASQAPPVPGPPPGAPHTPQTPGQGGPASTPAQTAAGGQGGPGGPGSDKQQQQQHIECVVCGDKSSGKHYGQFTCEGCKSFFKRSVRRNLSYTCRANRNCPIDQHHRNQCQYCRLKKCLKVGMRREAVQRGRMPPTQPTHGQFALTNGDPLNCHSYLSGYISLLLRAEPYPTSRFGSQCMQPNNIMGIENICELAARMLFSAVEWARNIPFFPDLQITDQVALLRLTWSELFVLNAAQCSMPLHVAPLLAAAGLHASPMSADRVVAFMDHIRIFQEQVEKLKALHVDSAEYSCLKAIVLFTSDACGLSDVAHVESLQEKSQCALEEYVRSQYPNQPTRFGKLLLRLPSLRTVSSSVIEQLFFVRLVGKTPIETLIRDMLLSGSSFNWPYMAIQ
# TLR9-MyD88 inh – TLR9-MyD88 interaction inhibition | CHO BLA complementation TLR9-MyD88, CCF4 FRET ratio | inhibition, % at 4.98 µM | hit rate 0.21% among 340,000 | AID 504734;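 active means inhibition above the mean over all tested compounds plus 3 SD, cut at about 21% in these data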;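 further: 0% = DMSO only wells and 100% = clavulanate BLA inhibitor control wells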
# NCOA1 inh – human NCOA1 inhibition; Q15788; HEK293 GAL4-SRC1 luciferase reporter, luminescence; inhibition, % at 3.6 µM; hit rate 0.12% among 360,000;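 active means inhibition above the campaign mean plus 3 SD, with each screening campaign given its own cutoff, cut at about 60% in these data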;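 further: 0% = DMSO treated cells and 100% = gossypol at 36 µM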
# EBV LMP1 NFkB – reduces LMP1-driven NF-kappaB luciferase signal; LMP1-induced NF-kappaB luciferase reporter cells, luminescence; AID 504558; hit rate 0.69% among 350,000; inhibition, % at 12.5 µM; in the data active means inhibition above about 41%;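 further: 0% = neutral control wells and 100% = reference inhibitor control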
# SRC3 inh – inhibits human SRC3 coactivator; Q9Y6Q9; HEK293 GAL4-SRC3 luciferase reporter, luminescence; inhibition, % at 3.6 µM; hit rate 0.17% among 360,000; AID 588352;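 active means inhibition above a per-campaign cutoff, the mean of all compounds plus 3 SD, cut at about 60% in these data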;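 further: 0% = DMSO-treated cells and 100% = gossypol-treated cells at 36 µM; higher means less SRC3-driven luciferase light from the GAL4 reporter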
# Numbers without * were called inactive; nt = not tested or not shown. Some of the compounds tested. The share of hits here may be higher or lower than overall.
SMILES,NCOA2 inhibitor,C8 TRAIL sens,NOD2 RIPK2 PPI,TROY signal inh,LRH-1 inv ag,TWEAK-Fn14 inh,COUP-TFII inh,TLR9-MyD88 inh,NCOA1 inh,EBV LMP1 NFkB,SRC3 inh
Cc1ccccc1CNCCCSc1ncccn1,3,7,-1,16,-5,-14,-10,-6,-18,0,-26
CC(C#N)Sc1nnc(-c2ccccc2F)n1C1CC1 (configuration not stated),14,2,-4,14,-8,33,-17,1,-13,-6,-20
Cc1ccc(CNC(=O)NC2CCCCC2)cc1,-61,5,1,-25,-30,4,-9,0,-34,-11,-20
CCn1c(CN2CCN(c3ccc(OC)cc3)CC2)nc2cc(S(=O)(=O)N(C)C)ccc21,22,-25,-9,9,9,-1,6,-5,6,5,-19
N=C1C(c2ccc(Br)cc2)=C(O)C2CCc3ccccc3N12 (configuration not stated),-11,0,4,-3,-26,-9,-17,-3,-26,-1,0
O=C(NCc1ccccc1C(F)(F)F)c1cccc2c1C(=O)c1ccc(N3CCOCC3)cc1S2(=O)=O,6,-1,-1,-25,6,3,10,4,-5,-3,-7
CCCOc1ccc(C(=O)N2CCN(c3ccc(NC(=O)CC)cc3Cl)CC2)cc1,-15,-8,7,13,2,28,-2,-3,-14,-1,4
CC(=O)C(=Cc1ccc(Cl)cc1)C(=O)c1ccccc1,29,36,7,19,5,95*,18,nt,10,nt,32
O=C(NCc1ccccc1)Nc1cccn(Cc2ccccc2)c1=O,-16,14,-3,9,-24,-1,-11,-7,3,8,11
CC(NC(=O)Cc1ccc(NS(=O)(=O)c2cccc(C(F)(F)F)c2)cc1)c1ccccn1 (configuration not stated),-9,-16,-3,7,7,20,14,-9,-20,-8,-2

# Shown field by field: part of the list above
N=C1C(c2ccc(Br)cc2)=C(O)C2CCc3ccccc3N12 (configuration not stated)
- NCOA2 inhibitor: -11
- C8 TRAIL sens: 0
- NOD2 RIPK2 PPI: 4
- TROY signal inh: -3
- LRH-1 inv ag: -26
- TWEAK-Fn14 inh: -9
- COUP-TFII inh: -17
- TLR9-MyD88 inh: -3
- NCOA1 inh: -26
- EBV LMP1 NFkB: -1
- SRC3 inh: 0

O=C(NCc1ccccc1C(F)(F)F)c1cccc2c1C(=O)c1ccc(N3CCOCC3)cc1S2(=O)=O
- NCOA2 inhibitor: 6
- C8 TRAIL sens: -1
- NOD2 RIPK2 PPI: -1
- TROY signal inh: -25
- LRH-1 inv ag: 6
- TWEAK-Fn14 inh: 3
- COUP-TFII inh: 10
- TLR9-MyD88 inh: 4
- NCOA1 inh: -5
- EBV LMP1 NFkB: -3
- SRC3 inh: -7

# Remaining list, next part
SMILES,NCOA2 inhibitor,C8 TRAIL sens,NOD2 RIPK2 PPI,TROY signal inh,LRH-1 inv ag,TWEAK-Fn14 inh,COUP-TFII inh,TLR9-MyD88 inh,NCOA1 inh,EBV LMP1 NFkB,SRC3 inh
O=C(Cc1cccc(NC(=O)C2CCN(S(=O)(=O)c3cccc([N+](=O)[O-])c3)CC2)c1)Nc1cccc(C(=O)N2CCCCC2)c1,-2,-4,6,7,13,2,6,1,-7,10,-3
CCOC(=O)C1=C(C)NC(c2cccs2)C(=O)N1 (configuration not stated),-5,0,-3,-9,-1,8,16,-6,8,2,4
Cc1cc(NC(=O)CSc2ncc(C(F)(F)F)cc2Cl)no1,-25,-11,-11,-5,-3,-3,1,2,-3,7,15
Cn1c(S(=O)(=O)Cc2ccc(Cl)cc2)nc2ccccc21,-1,-19,-9,3,11,-1,3,4,1,2,14
COc1ccc(CCNCC(=O)N2C(C)CCCC2C)cc1OC (configuration not stated),-15,0,-17,-3,9,2,11,4,-10,0,9
COc1c2occc2c(OC)c2c(=O)cc(C)oc12,-3,-7,-8,-7,10,-5,9,-6,4,8,-2
COc1ccc(C(=O)Nc2ccc(NC(=O)C3CC3)cn2)cc1,-18,1,-2,-5,-13,10,-1,4,7,1,3
O=S(=O)(Nc1nc2c(s1)CCCC2)c1ccc(F)cc1,-68,-12,-7,37,-10,18,8,7,-32,-25,-5
CCCCN(CC(=O)NC1CCCC1)C(=O)C(=O)Nc1ccc2c(c1)OCCO2,-6,7,5,-11,-5,31,-11,-2,10,3,1
CCOC(=O)Cc1cc(=O)[nH]c(Nc2nc3ccccc3o2)n1,-8,12,-14,-32,-35,-10,2,-9,-6,-7,-21
COc1cc(C)ccc1OCCCOc1c(Cl)cccc1Cl,10,2,4,-31,4,-42,-12,1,-6,2,12
C[C@H](CO)N1C[C@H](C)[C@@H](CN(C)Cc2ccncc2)Oc2c(NS(=O)(=O)c3cn(C)cn3)cccc2C1=O,-14,-7,0,-5,12,8,-14,-3,-2,-7,-10
O=C(COC(=O)Cc1cccc(C(F)(F)F)c1)Nc1ccc2[nH]c(=O)[nH]c2c1,-15,-4,2,11,0,0,-25,-1,-10,-2,-6
CN1CCCC1=Nc1c2c(nc3ccccc13)N(C)CC2,-9,-6,-7,13,10,13,-7,-13,0,8,14
Cc1ccc(OCCC(=O)Nc2ccc(S(=O)(=O)N3CCCC3)cc2)cc1,6,11,-4,-8,4,7,-5,-1,-16,1,-2
COc1ccccc1-n1c(=O)oc2ccc(Cl)cc2c1=O,-18,30,6,22,-39,-11,-11,5,-36,-10,-14
CN(CC(=O)Nc1ccc(F)cc1)C(=O)COC(=O)/C=C/c1cccs1,-12,-27,3,-10,12,8,-1,9,-14,-35,9
COc1ccccc1NC(=O)CC1C(=O)NCCN1C(=O)Nc1ccc(Cl)c(Cl)c1 (configuration not stated),-3,11,5,3,-5,-9,-4,6,-6,-10,4
C/C(=N\NC(=S)NCc1ccccc1)c1ccc(C#N)cc1,-10,-4,-2,15,-1,-1,-2,-8,-17,-1,11
CCOC(=O)N1CCN(c2nc3ccccc3n3cnnc23)CC1,-18,-21,-6,0,-27,-39,-3,3,-6,-11,8
O=[N+]([O-])c1cccc(S(=O)(=O)N2CCCCC2)c1,-11,4,-4,-1,12,-9,-1,0,11,1,-12
O=C(CCC(=O)OCC(=O)c1ccc(-c2ccccc2)cc1)Nc1cccc(Cl)c1,-23,-6,-12,-8,-2,-6,-4,-6,-5,-3,-12
O=C(CN1CCCCCC1)Nc1ccccc1F,-7,-9,2,-6,-12,-8,0,4,2,-2,-3
CSCCC(NC(=O)c1ccccc1Br)C(=O)NNC(=O)c1ccncc1 (configuration not stated),-9,32,-9,7,6,4,-12,5,-5,-9,-7
O=C1c2cccc3cc([N+](=O)[O-])cc(c23)C(=O)N1/N=C/c1ccc(O)cc1O,-34,-10,-2,1,14,-2,2,9,1,6,-5
Cc1ccc(-n2c(N)cc(=O)nc2SCC(=O)N2CCN(c3ccccc3)CC2)cc1,25,-6,-13,-28,-12,-11,-14,1,-8,-3,-4
O=C(C1CCN(S(=O)(=O)c2cccc3nsnc23)CC1)N1CC=C(c2ccccc2)CC1,19,8,-2,13,18,18,7,6,-4,4,14
O=C(COc1ccccc1F)OCC(=O)N1CCc2ccccc21,-8,-26,1,3,8,-28,-13,0,4,-4,-12
O=C(NCC1(N2CCCCC2)CCCCC1)c1cccc(S(=O)(=O)Nc2ccc(F)cc2)c1,-16,11,-8,22,-28,4,1,-5,-11,-27,6
Cc1ccc(S(=O)(=O)N(CC(=O)N2CCOCC2)CC(=O)N2CCOCC2)cc1,10,-12,0,16,14,-2,0,0,9,-1,-5
Fc1ccccc1COc1ccc(/C=N/NC(=S)NCc2ccccc2)cc1,15,0,-6,-30,-12,14,-4,-12,-5,-6,11
CCOc1ccc(C(=S)NC2CCCCC2)cc1OC,-19,-1,3,0,17,8,10,-6,-31,1,1
COc1ccc(CCNC(=O)C2CCN(S(=O)(=O)c3ccc(C)cc3)CC2)cc1,1,-1,3,-17,6,-7,1,-2,-29,-35,-3
CCOC(=O)C1=C(C)Nc2ncnn2C1c1cc(Br)ccc1F (configuration not stated),7,6,1,-17,20,-4,13,-3,17,-1,11
Cc1cc(NS(=O)(=O)c2ccc(NC(=O)C(C(C)C)N3C(=O)c4ccccc4C3=O)cc2)nc(C)n1 (configuration not stated),8,-2,-3,-7,11,0,8,1,12,-2,-8
CCCCCC(=O)N1C[C@H](n2cc(COC(=O)c3ccccc3)nn2)[C@@H](O)C[C@@H]1c1ccc(Cl)cc1,-21,58*,5,14,7,43,24,-11,-10,3,11
CCCNC(=O)CN1C(=O)NC(CC)(c2ccc(F)cc2)C1=O (configuration not stated),-9,-9,-14,15,10,11,-20,-2,-1,-3,8
CCN(C[C@H]1N[C@@](CC)(C(=O)OC)[C@H]2C(=O)N(C)C(=O)[C@@H]12)C(=O)c1ccc(C(C)(C)C)cc1,-17,-23,7,-7,7,11,-4,-10,6,-15,19
Cn1c(=O)cc(SCC(=O)NCCCN2CCN(c3ccc(F)cc3)CC2)c2ccccc21,-3,-7,1,-10,-3,-2,-12,-9,0,1,-4
CCCCn1c(N)c(N(CCOC)C(=O)c2ccc(NC3CC3)c([N+](=O)[O-])c2)c(=O)[nH]c1=O,-9,-8,-10,3,18,9,13,7,3,-1,0
COc1ccccc1N1CCN(C(=O)c2ccco2)CC1,-5,20,1,-28,-25,-6,26,-8,7,-6,5
CCOC(=O)C(Cc1ccccc1)NC(=O)CCc1nnc2ccc(N3CCCCC3)nn12 (configuration not stated),7,19,-10,-1,-1,17,-15,-10,-4,-2,14

# Of the compounds above, these have a Cl atom.
SMILES,NCOA2 inhibitor,C8 TRAIL sens,NOD2 RIPK2 PPI,TROY signal inh,LRH-1 inv ag,TWEAK-Fn14 inh,COUP-TFII inh,TLR9-MyD88 inh,NCOA1 inh,EBV LMP1 NFkB,SRC3 inh
CCCOc1ccc(C(=O)N2CCN(c3ccc(NC(=O)CC)cc3Cl)CC2)cc1,-15,-8,7,13,2,28,-2,-3,-14,-1,4
CC(=O)C(=Cc1ccc(Cl)cc1)C(=O)c1ccccc1,29,36,7,19,5,95*,18,nt,10,nt,32
Cc1cc(NC(=O)CSc2ncc(C(F)(F)F)cc2Cl)no1,-25,-11,-11,-5,-3,-3,1,2,-3,7,15
Cn1c(S(=O)(=O)Cc2ccc(Cl)cc2)nc2ccccc21,-1,-19,-9,3,11,-1,3,4,1,2,14
COc1cc(C)ccc1OCCCOc1c(Cl)cccc1Cl,10,2,4,-31,4,-42,-12,1,-6,2,12
COc1ccccc1-n1c(=O)oc2ccc(Cl)cc2c1=O,-18,30,6,22,-39,-11,-11,5,-36,-10,-14
COc1ccccc1NC(=O)CC1C(=O)NCCN1C(=O)Nc1ccc(Cl)c(Cl)c1 (configuration not stated),-3,11,5,3,-5,-9,-4,6,-6,-10,4
O=C(CCC(=O)OCC(=O)c1ccc(-c2ccccc2)cc1)Nc1cccc(Cl)c1,-23,-6,-12,-8,-2,-6,-4,-6,-5,-3,-12
CCCCCC(=O)N1C[C@H](n2cc(COC(=O)c3ccccc3)nn2)[C@@H](O)C[C@@H]1c1ccc(Cl)cc1,-21,58*,5,14,7,43,24,-11,-10,3,11
